AI-2 QS mod – Vibrio harveyi AI-2 quorum sensing modulators, primary screen, JMH597 strain, luminescence/OD600 ratio | Vibrio harveyi JMH597 AI-2 luminescence/OD600 ratio, 9 h; hits give low values; strain lacks LuxN and CqsS sensors; 0 = neutral-control median | activity change, % at 7.5 µM | hit rate 0.4% among 300,000; in the data active = activity change below about -75%, passing the limit was not always enough;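 also: luminescence divided by OD600 gain over 9 h not by final OD600 alone; inactives centre near 13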
KLF5 inhibitor – KLF5 expression inhibitors, primary screen, DLD-1 cells, luminescence; hit rate 0.23% among 290,000; inhibition, % at 5 µM; DLD-1 KLF5 promoter-luciferase reporter;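 active = inhibition above a per-plate limit of that plate's mean compound inhibition plus 3 SD, cut at about 60% in these data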;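 also: 0% = DMSO wells and 100% = LY294002 at 200 µM; higher means less KLF5 promoter-driven luciferase light; inactives centre near -14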
PolyA inhibitor – polyadenylation inhibitors in yeast reporter cells, primary screen, luminescence, S. cerevisiae; S. cerevisiae SKY197-pL101 polyadenylation reporter, beta-gal luminescence; efflux-impaired pdr1/pdr3 knockout yeast; score 100 = 6 SD above DMSO; calls only at 12 µM; hit rate 0.02% among 300,000; AID 1875, 2009;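 active = lowest replicate activity score at least 50, where 100 means six control SD above control mean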;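 also: yeast exposed to compound for 9 h at 30 °C; higher score means more reporter readthrough which indicates perturbed polyadenylation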
HSF-1 act – HSF-1 activators, primary screen, NIH3T3-HGL cells, MG132 stress, luminescence, single point | AID 504408, 2011 | NIH3T3-HGL HSF-1 luciferase reporter, 8 h; 100% = twice DMSO control signal | hit rate 1.7% among 300,000 | activation, % at 9 µM;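 active = mean replicate activation of at least 50% with a set share of replicates each reaching 50%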;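 also: 0% = median of the neutral control wells and 100% = twice that signal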
HSP90 inh – HSP90 inhibitors, primary screen, cell lysate, luminescence. Rabbit reticulocyte lysate, luciferase refolding luminescence, 3 h. AID 1789, 2009. inhibition, % at 5.6 µM. Heat shock protein HSP 90 (rabbit reticulocyte lysate; luciferase refolding). hit rate 0.91% among 290,000;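 active = inhibition above the screen-wide mean plus 3 SD, computed separately per campaign, cut at about 16% in these data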;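 also: 0% = DMSO wells and 100% = 60 µM geldanamycin wells; inhibitors lower the luminescence because luciferase stays unfolded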
GSK3A inh – blockers of GSK3A enzyme activity – biochemical, luminescence, cell-free homogeneous, HTS, primary screen | Glycogen synthase kinase-3 alpha (Homo sapiens), P49840 | GSK-3 alpha kinase, ADP-Glo luminescence, 60 min | inhibition, % at 10 µM | hit rate 0.1% among 320,000 | AID 2650, 2010;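 in the data active = inhibition above about 50%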;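 also: GST-tagged GSK-3 alpha with peptide substrate and 25 µM ATP; 0% = DMSO neutral wells and 100% = GW8510 positive control wells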
Target sequence (P49840 whole entry, looked up): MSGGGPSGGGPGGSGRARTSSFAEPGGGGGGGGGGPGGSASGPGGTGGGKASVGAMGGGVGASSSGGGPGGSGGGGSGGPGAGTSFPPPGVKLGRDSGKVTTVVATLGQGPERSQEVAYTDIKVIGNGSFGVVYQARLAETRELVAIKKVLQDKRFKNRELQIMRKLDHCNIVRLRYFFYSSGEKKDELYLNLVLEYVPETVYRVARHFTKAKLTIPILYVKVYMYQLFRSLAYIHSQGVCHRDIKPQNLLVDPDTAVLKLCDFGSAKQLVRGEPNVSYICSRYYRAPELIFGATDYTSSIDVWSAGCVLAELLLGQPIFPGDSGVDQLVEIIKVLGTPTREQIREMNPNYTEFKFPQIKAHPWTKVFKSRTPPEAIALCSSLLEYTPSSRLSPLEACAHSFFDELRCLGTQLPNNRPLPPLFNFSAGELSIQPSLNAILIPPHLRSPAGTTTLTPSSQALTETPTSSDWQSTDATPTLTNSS
aSyn UTR inh – MLPCN primary screen, SNCA 5' untranslated region. alpha-synuclein 5'UTR reporter, inhibitor activity. inhibition, % (tested at 7.5 µM). hit rate 0.82% among 300,000; in the data active = inhibition above about 60%;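 also: H4 neuroglioblastoma cells stably carrying SNCA 5'UTR luciferase fusion; 0% = DMSO wells and 100% = positive control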
IEC-6 tox – cytotoxicity in IEC-6 intestinal epithelial cells, primary screen, cytotoxicity control for KLF5 inhibitor project, cell-based, luminescence; AID 1825, 2009; hit rate 0.78% among 290,000; inhibition, % at 5 µM; IEC-6 cytotoxicity, luminescence viability; in the data active = inhibition above about 22%;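 also: 0% = plate median of test compound wells and 100% = cytotoxic reference compound wells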
GSK3beta inhib – human GSK3beta kinase inhibitors, primary screen, biochemical, cell-free homogeneous, HTS | Glycogen synthase kinase-3 beta (Homo sapiens), P49841 | GST-GSK3beta kinase, ADP-Glo luminescence, 60 min; hits give low values | activity score (negative = inhibition), % at 10 µM | hit rate 0.038% among 300,000 | AID 2097, 2009;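 active = more than half of replicate wells score below -50%, meaning over 50% inhibition versus plate controls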;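 also: 0% = median DMSO wells and -100% = median GW8510 positive control wells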
Target sequence (P49841 whole entry, looked up): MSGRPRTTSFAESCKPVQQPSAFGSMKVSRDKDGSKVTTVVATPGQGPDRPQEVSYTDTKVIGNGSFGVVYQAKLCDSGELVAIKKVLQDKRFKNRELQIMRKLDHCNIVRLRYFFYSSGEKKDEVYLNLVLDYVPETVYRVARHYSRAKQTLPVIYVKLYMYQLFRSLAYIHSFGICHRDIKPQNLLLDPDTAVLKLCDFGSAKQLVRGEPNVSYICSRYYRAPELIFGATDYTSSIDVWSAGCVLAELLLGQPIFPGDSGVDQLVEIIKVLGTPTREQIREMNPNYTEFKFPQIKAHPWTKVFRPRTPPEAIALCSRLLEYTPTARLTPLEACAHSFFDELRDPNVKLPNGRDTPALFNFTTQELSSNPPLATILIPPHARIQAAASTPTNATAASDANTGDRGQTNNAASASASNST
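Assay system: GST-tagged human GSK3beta kinase, cell-free; Input: 1.6 ng GSK3beta; Medium: Tris/MgCl2 kinase buffer; Timing: 60 min enzyme reaction, room temperature; Signal: ADP-Glo luminescence quantifying ADP generated by kinase; Evaluation: score relative to plate controls; Benchmarks: DMSO neutral wells and GW8510 at 20 µM as positive.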
HSF1 inhib – HSF1 inhibitors in luciferase reporter cells, primary screen, cell-based, NIH3T3, luminescence; activity change, negative = inhibition, % at 7.5 µM (by protocol); NIH3T3-HGL HSE-luciferase, MG132-induced, luminescence 8 h; hits give low values; hit rate 0.77% among 300,000;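 active = more than half of replicate wells show activity change below -50%, luminescence cut by over half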;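 also: luciferase reports HSF-1 transcriptional activity via heat shock element; 0% = median of DMSO wells and -100% = zero luminescence signal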
An asterisk follows results filed as active; i = inactive; · = no result given. A portion of the library, so the mix of outcomes need not match the whole.

A first look, eleven compounds:
SMILES	AI-2 QS mod	KLF5 inhibitor	PolyA inhibitor	HSF-1 act	HSP90 inh	GSK3A inh	aSyn UTR inh	IEC-6 tox	GSK3beta inhib	HSF1 inhib
CSCc1ccc(C(=O)NCc2ccc(C)cc2)cc1	28	-23	i	-10	0	-3	-17	4	1	0
Cc1c[n+](CC(=O)c2ccccc2)cs1	-4	-25	i	17	-1	1	-15	0	0	24
COc1cc(-c2nc3ccc(N4CCN(C)CC4)cc3[nH]2)cc(OC)c1OC	18	-7	·	-8	5	1	-102	16	-1	-1
CC(C)CC(NC(=O)c1ccc(Cl)cc1)C(=O)O (stereo unspecified)	13	-18	i	-5	1	-2	28	-6	-2	1
FC(F)(F)c1nnc2sc(-c3ccccn3)nn12	3	4	i	-24	-2	7	2	-10	-2	-12
CCCC(=O)Nc1ccccc1N1CCN(C(=O)C(C)C)CC1	12	-4	i	4	-5	3	-7	-5	1	-8
COc1ccc2cc(CN(CCO)C(=O)c3ccccc3F)c(=O)[nH]c2c1	21	-32	i	-7	-1	2	-15	-4	5	-8
Cc1c(Nc2ncnc3nc[nH]c23)c(=O)n(-c2ccccc2)n1C	-8	-6	i	7	2	0	-29	4	0	-5
CSc1cccc(NC(=O)C(=O)NCc2ccccc2)c1	20	-4	i	2	-5	3	-14	-10	1	3
CCOc1ccc(C(=O)c2cccs2)cc1	22	-56	i	15	1	0	-182	-12	-3	13
COc1ccc(CCNC(=O)C2CCN(S(=O)(=O)c3ccc(NC(C)=O)cc3)CC2)cc1OC	16	0	i	26	-1	-2	-7	0	-5	8

All compounds of this part, from the start:
SMILES	AI-2 QS mod	KLF5 inhibitor	PolyA inhibitor	HSF-1 act	HSP90 inh	GSK3A inh	aSyn UTR inh	IEC-6 tox	GSK3beta inhib	HSF1 inhib
CSCc1ccc(C(=O)NCc2ccc(C)cc2)cc1	28	-23	i	-10	0	-3	-17	4	1	0
Cc1c[n+](CC(=O)c2ccccc2)cs1	-4	-25	i	17	-1	1	-15	0	0	24
COc1cc(-c2nc3ccc(N4CCN(C)CC4)cc3[nH]2)cc(OC)c1OC	18	-7	·	-8	5	1	-102	16	-1	-1
CC(C)CC(NC(=O)c1ccc(Cl)cc1)C(=O)O (stereo unspecified)	13	-18	i	-5	1	-2	28	-6	-2	1
FC(F)(F)c1nnc2sc(-c3ccccn3)nn12	3	4	i	-24	-2	7	2	-10	-2	-12
CCCC(=O)Nc1ccccc1N1CCN(C(=O)C(C)C)CC1	12	-4	i	4	-5	3	-7	-5	1	-8
COc1ccc2cc(CN(CCO)C(=O)c3ccccc3F)c(=O)[nH]c2c1	21	-32	i	-7	-1	2	-15	-4	5	-8
Cc1c(Nc2ncnc3nc[nH]c23)c(=O)n(-c2ccccc2)n1C	-8	-6	i	7	2	0	-29	4	0	-5
CSc1cccc(NC(=O)C(=O)NCc2ccccc2)c1	20	-4	i	2	-5	3	-14	-10	1	3
CCOc1ccc(C(=O)c2cccs2)cc1	22	-56	i	15	1	0	-182	-12	-3	13
COc1ccc(CCNC(=O)C2CCN(S(=O)(=O)c3ccc(NC(C)=O)cc3)CC2)cc1OC	16	0	i	26	-1	-2	-7	0	-5	8
Cc1ccccc1C1CC(c2ccc(Br)cc2)Nc2nc(N)nn21 (stereo unspecified)	13	-9	i	1	3	-1	17	-4	-1	-11
COc1ccc(NC(=O)CSc2nnc(Cn3cnc4ccccc43)n2C)cc1	18	-1	i	-8	0	-1	7	-4	-4	3
O=C(CN(C(=O)Cn1nnc(-c2ccc(F)cc2)n1)c1cccc(F)c1)NC1CCCC1	32	12	i	-18	0	1	16	-6	16	-20
COc1ccc(CNC(=O)C2CCN(c3cc(C(=O)Nc4cccc(OC)c4)ccn3)CC2)cc1	4	-24	i	-3	3	-1	0	12	0	10
O=C(CCC1CCCC1)NC1CCCCC1	12	-46	i	4	3	1	5	5	-2	2
O=C(c1ccsc1)N1CCCC(Nc2cccc(F)c2)C1 (stereo unspecified)	11	-65	i	13	3	0	-23	4	1	4
CC(=O)c1ccc(N2CCN(C(=O)CCCn3c(=O)[nH]c4ccsc4c3=O)CC2)cc1	8	-12	i	-1	0	-1	-1	3	2	0
COc1cc(OC)cc(C(=O)n2cnnc2N)c1	5	-35	i	3	-1	5	-4	1	1	9
Cc1ccc(Cn2ccc(NC(=O)c3cc(-c4ccc(F)cc4)on3)n2)cc1	27	3	i	-6	-1	-1	-25	-4	4	-10
CCCCCC(=O)Nc1cc(S(=O)(=O)N2CCOCC2)ccc1N1CCCC1	17	-20	i	-1	0	-1	9	6	-1	-2
O=C(O)CC12CC3CC(C1)CC(n1ncc(NCc4ccco4)c(Cl)c1=O)(C3)C2	18	13	i	-6	5	-5	15	-2	1	-5
O=C1CNC(=S)N1Cc1ccccc1Cl	22	-15	i	-9	-2	-2	7	-1	3	-4
C/C(=N/O)c1cc(C(C)(C)C)c(O)c(C(C)(C)C)c1	20	-28	i	2	-3	-6	6	1	-1	-7
COc1ccc(C)cc1S(=O)(=O)N1CCCC(C(=O)N2CCN(c3ccccc3F)CC2)C1 (stereo unspecified)	13	-21	i	9	7	0	-4	5	2	0
CC(=O)c1cccc(NC(=O)COc2ccc(S(=O)(=O)N3CCOCC3)cc2)c1	14	-3	i	-14	-1	2	9	-5	-3	-5
Cc1cc(=O)[nH]c2ccc(S(=O)(=O)Nc3ccc(O)cc3)cc12	-11	-59	i	-2	0	4	-6	-7	-2	-6
COc1ccccc1N(CC(=O)NCCSCc1ccccc1Cl)S(C)(=O)=O	-12	3	i	-16	-1	0	-2	-1	1	-4
COc1ccc2[nH]c3c(c2c1)CCN1C(=O)N([C@@H](C)C(=O)NCc2ccccc2)C(=O)[C@]31C	7	-10	i	11	3	-1	-7	2	-2	10
CN1C(=O)CS(=O)c2ccc(C(=O)NCCC3=CCCCC3)cc21 (stereo unspecified)	5	-12	·	7	2	-3	3	-5	3	2
CC(CCc1ccccc1)NC(=O)c1ccc(Br)cc1 (stereo unspecified)	13	-31	i	10	2	-2	-32	-5	2	6
Cc1nn(CC(=O)O)c(C)c1[N+](=O)[O-]	5	-10	i	-5	1	2	35	-3	4	-4
O=C(NCCN1CCOCC1)N1CCOCC1	14	17	i	-24	1	-3	18	-2	0	-5
CC(C(=O)NC1CCCCCC1)N(c1ccccc1)S(C)(=O)=O (stereo unspecified)	19	-37	i	-10	4	0	9	1	1	-4
COc1ccccc1C(=O)Nc1ccccc1N1CCCCC1	23	-18	i	7	2	0	18	-3	2	-3
S=c1[nH]nc(-c2cccnc2)n1/N=C/c1ccc(Br)s1	34	-30	i	-14	-2	1	8	-4	0	-5
CCCCn1[nH]c(-c2ccccc2)cc1=O	9	-47	i	18	13	-3	9	1	0	3
Cc1ccc(-c2nnn(CC(=O)N(Cc3ccccc3)C(C(=O)NC(C)(C)C)c3ccncc3)n2)o1 (stereo unspecified)	13	-12	i	-9	8	-4	13	0	-1	0
COc1ccc(C2C(C(=O)NCc3ccco3)c3ccccc3C(=O)N2C)cc1 (stereo unspecified)	1	6	i	9	0	-6	4	-1	4	2
CCCCc1nnc(NC(=O)CSCc2cc(=O)n3c(C)csc3n2)s1	12	-43	i	17	3	-3	18	2	5	-6
Cc1ccc(C2CC2C(=O)NNC(=S)Nc2ccc(Cl)cc2)cc1 (stereo unspecified)	29	-10	i	-30	1	-2	9	-9	-1	-10
COc1ccc(N2CCN(c3cc(C)c4ccc(C)cc4n3)CC2)cc1	20	-52	i	-4	-1	0	0	10	1	6
CCc1cc(=O)oc2cc(C)c(CN3CCCC3)c(O)c12	26	-19	i	8	-2	1	3	-6	0	0
COc1ccc(C2N=C(N)N=C(N)N2c2ccc(C)cc2)cc1 (stereo unspecified)	23	-13	i	12	0	-2	-3	-4	4	-6
Clc1ccc(-c2nc(NCCN3CCOCC3)c3ccccc3n2)cc1	4	-38	i	24	1	2	-90	8	2	19
CCCCNC(=O)c1cc2nc(-c3ccccc3)cc(C(F)(F)F)n2n1	21	-45	i	0	-3	4	3	-4	0	-2
COc1ccc(C(=O)Nc2ccc(Cc3ccncc3)cc2)cc1Br	2	-30	i	-29	1	-1	21	-5	-4	-1
Cc1cc(C(=O)Nc2ccc(S(=O)(=O)N3CCCC3)cc2)cs1	-35	-41	·	27	1	-1	-18	0	-5	8
CCCN(CC1CC1)C(=O)COC(=O)c1ccc(CNS(=O)(=O)c2ccc(F)c(Cl)c2)cc1	10	7	i	4	0	-3	19	-2	0	-2
CCCN1C(=O)/C(=C/c2ccc(OCC(=O)OCC)cc2)NC1=S	15	-50	i	-1	0	·	3	-8	-1	-5
Nc1cccc(-n2cccc2)c1	28	-10	i	-12	-5	1	-1	-9	0	-5
N=c1oc2ccc(Cl)cc2cc1C(=O)NC1CCCCCC1	2	-13	i	6	-3	1	-37	-3	2	0
Cc1cc(OCCCCN2C(=O)NC(C)(C)C2=O)cc(C)c1Cl	15	0	i	10	2	4	17	7	1	0
O=C1C(=Cc2cccs2)C(=O)c2ccccc21	10	10	i	-5	-1	2	3	2	-3	2
COc1cccc(CN2CCN(Cc3ccc(OC)c(OC)c3)CC2CCO)c1 (stereo unspecified)	18	-25	i	16	-2	0	10	-5	0	0
Cc1cccc(C(=O)N/N=C2\CS(=O)(=O)N(C)c3ccsc32)c1	7	-26	i	-11	-4	1	27	4	0	-3
Cc1ccc2oc(=O)n(CCOc3ccccc3Cl)c2c1	1	-17	i	8	-3	-3	18	1	-1	6
Cc1cc(C)c(S(=O)(=O)n2ccc3ccccc32)c(C)c1	31	-32	i	-5	3	-2	20	6	-1	-11

Screening results as filed in PubChem.
